NCF1 inh = p47phox/p22phox peptide binding inhibitors, primary screen, biochemical, uHTS, NADPH oxidase regulatory subunit | Neutrophil cytosol factor 1 (Homo sapiens), P14598 | fluorescence polarization, 2 h | inhibition, % at 24.7 µM | 220,000 tested, 0.53% active;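 note: 0% = p47phox with labelled peptide and 100% = labelled peptide alone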
EBV gp42 inh = Epstein-Barr virus gp42 inhibitors, primary screen, biochemical, uHTS, fluorescence polarization. Glycoprotein 42 (Epstein-Barr virus (strain AG876)), Q1HVG2. Fluorescence polarization binding assay, mP read-out. inhibition, % (tested at 21.74 µM). 220,000 tested, 0.42% active; in the data active = inhibition above about 50%
Rad51 HR inh = human RAD51 strand exchange inhibitors, primary screen, biochemical, fluorescence; DNA repair protein RAD51 homolog 1 (Homo sapiens), Q06609; hRad51 DNA strand exchange, fluorescence dequenching; inhibition, % at 10 µM; 200,000 tested, 0.085% active; AID 1385, 2008;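 active = inhibition above 40% at the single screening dose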;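 note: 0% = DMSO control wells and 100% = blanks with heterologous ssDNA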
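Material: Human Rad51 nucleoprotein filaments preassembled on unlabelled ssDNA | Also added: Labelled 47-mer dsDNA for strand exchange | Dosing: Single dose, 10 µM final compound | Schedule: 30-min compound preincubation and 15-min exchange, both room temperature | Technique: Fluorescence dequenching at 485/520 nm | Measure: Percent inhibition relative to plate controls and blanks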
Cl transport mod = KCC2 cotransporter modulators, thallium flux, primary screen, cell-based, HEK293 KCC2, FluoZin-2 fluorescence, MLSMR; KCC2 cells, thallium flux FluoZin-2 fluorescence; 190,000 tested, 2.2% active; Solute carrier family 12 member 5 (Homo sapiens), Q9H2X9; B-score of Tl+ flux slope (higher = more flux/activation; lower = inhibition) at 10 µM; AID 1456, 2008;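 active = thallium flux slope and its plate-corrected score both differing from the plate sample mean at a set confidence after two filtering rounds, in either direction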;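 note: slope of fluorescence scaled to starting intensity during 10 to 20 s after thallium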
Target sequence (Q9H2X9 whole entry, looked up): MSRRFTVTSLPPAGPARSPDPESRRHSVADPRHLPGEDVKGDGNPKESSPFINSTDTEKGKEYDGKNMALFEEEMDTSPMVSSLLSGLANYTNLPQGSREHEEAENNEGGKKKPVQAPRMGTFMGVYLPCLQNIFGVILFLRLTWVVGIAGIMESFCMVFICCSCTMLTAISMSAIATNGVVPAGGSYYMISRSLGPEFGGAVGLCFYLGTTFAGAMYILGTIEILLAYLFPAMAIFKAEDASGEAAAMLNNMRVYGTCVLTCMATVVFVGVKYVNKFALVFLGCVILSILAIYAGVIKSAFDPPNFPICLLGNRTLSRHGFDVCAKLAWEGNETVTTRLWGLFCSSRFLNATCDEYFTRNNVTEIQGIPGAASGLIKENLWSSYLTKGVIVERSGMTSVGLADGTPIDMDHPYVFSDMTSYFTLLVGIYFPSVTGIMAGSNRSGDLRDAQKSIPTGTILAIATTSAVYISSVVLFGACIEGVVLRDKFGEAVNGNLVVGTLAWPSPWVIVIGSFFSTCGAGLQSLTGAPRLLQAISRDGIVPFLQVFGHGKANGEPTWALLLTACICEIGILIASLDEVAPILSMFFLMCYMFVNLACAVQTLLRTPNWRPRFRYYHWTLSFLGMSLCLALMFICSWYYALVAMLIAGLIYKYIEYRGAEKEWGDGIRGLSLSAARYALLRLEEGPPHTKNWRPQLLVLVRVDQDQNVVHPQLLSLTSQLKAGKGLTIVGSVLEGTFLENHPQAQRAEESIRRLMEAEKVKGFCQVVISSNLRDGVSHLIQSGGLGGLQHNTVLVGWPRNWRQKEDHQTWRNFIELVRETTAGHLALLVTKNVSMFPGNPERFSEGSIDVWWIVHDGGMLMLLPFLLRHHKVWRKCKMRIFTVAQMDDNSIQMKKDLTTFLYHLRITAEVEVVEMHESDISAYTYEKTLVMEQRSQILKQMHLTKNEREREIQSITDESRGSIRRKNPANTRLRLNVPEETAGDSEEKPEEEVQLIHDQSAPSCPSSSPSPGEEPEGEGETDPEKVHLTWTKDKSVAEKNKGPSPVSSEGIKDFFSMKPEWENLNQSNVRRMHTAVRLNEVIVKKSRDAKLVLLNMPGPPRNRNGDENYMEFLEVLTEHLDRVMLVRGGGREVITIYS
14-3-3 Bad PPI = inhibitors of 14-3-3 zeta/Bad binding, primary screen, biochemical, TR-FRET, bovine 14-3-3 zeta; 14-3-3 protein zeta/delta (Bos taurus), P63103; AID 781, 2007; inhibition, % at 21.7 µM; 220,000 tested, 0.71% active; TR-FRET 14-3-3zeta/Dy647-pBad peptide displacement, 1 h;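 active = inhibition above about 70%, limit read from the data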;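 note: 0% = full 14-3-3 plus peptide FRET controls and 100% = background without 14-3-3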
thrombin 1536 = human alpha-thrombin inhibitors, primary screen, counter-screen for coagulation protease inhibitor project, biochemical, 1536-well, fluorogenic AMC substrate. Boc-VPR-AMC fluorogenic substrate cleavage. inhibition, % at 5 µM. 220,000 tested, 0.26% active;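 active = inhibition at or above 40%; inactive = inhibition below 40%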;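 note: 0% = enzyme with no compound and 100% = wells without enzyme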
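Test system: human alpha-thrombin protein / Dosing: one concentration per compound, 5 µM, with 0.2% DMSO / Medium: pH 7.5 Tris-saline with Tween 20 / Benchmarks: no-compound enzyme wells and no-enzyme blanks / Read-out basis: percent inhibition of thrombin substrate cleavage / Timing: reaction at room temperature / Measured by: fluorescence, ex 355 nm, em 460 nm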
eIF4E-4G inh = eIF4E–eIF4G protein interaction inhibitors, primary screen, biochemical, uHTS, TR-FRET, eIF4GI fragment | TR-FRET eIF4E-eIF4GI(517-606) binding, 2 h | inhibition, % at 21.7 µM | 220,000 tested, 0.37% active;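 note: 0% = full FRET control wells and 100% = background wells lacking eIF4GI fragment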
Furin inhibitor = human furin inhibitors, primary screen, biochemical, fluorescence intensity; 220,000 tested, 0.061% active; AID 463115, 2010; purified furin, fluorogenic substrate cleavage; inhibition, % at 30 µM; P09958; in the data active = inhibition above about 25%; note: inactives centre near -15
KLK5 inh = human KLK5 protease inhibitors, primary screen, biochemical, 1536-well; recombinant hK5, fluorogenic AMC substrate cleavage; inhibition, % at 5 µM; 210,000 tested, 0.59% active;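 active = inhibition of 40% or more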;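 note: 0% = enzyme controls without compound and 100% = no-enzyme blanks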
An asterisk follows results filed as active; x = no result given; [ ] = dose if it differs, or a comment.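 Rule for the calls, unless noted: active = inhibition above about 30% (limit read from the data); inactive = the rest.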

SMILES | NCF1 inh | EBV gp42 inh | Rad51 HR inh | Cl transport mod | 14-3-3 Bad PPI | thrombin 1536 | eIF4E-4G inh | Furin inhibitor | KLK5 inh
CC(C)(C)c1ccc(OCc2ccc(C(=O)N3CCOCC3)o2)cc1 | 1 | -3 | 3 | 0.41 | -5 | -5 | 1 | -10 | -3
Brc1ccc(OCc2nnc3n2CCC3)cc1 | -5 | -11 | 16 | 0.28 | 51[fluorescence artefact?] | -1 | -3 | -16 | -8
O=C(Nc1c(Cl)cc(Cl)cc1C(=O)NCc1cccnc1)c1ccc(Cl)cc1Cl | -6 | -12 | 6 | x | 7 | 1 | -2 | -17[20 µM] | -3
CCn1c(=O)ccc2cc([N+](=O)[O-])ccc21 | -9 | -8 | -9 | 1.2 | -5 | -2 | 7 | -16 | 3
Nc1nc2c3ccccc3nc(C3CC3)n2n1 | 5 | -18 | -1 | 0.022 | -2[fluorescence artefact?] | 2 | 5 | -6[20 µM] | -12
O=c1nc2n(c3c4c(sc13)CCC4)CCC2 | 9 | -13 | -12 | -0.043 | -2 | 2 | 5 | -9 | -5
COc1cc(C(=S)N2CCOCC2)ccc1O | 5 | 6 | -4 | 0.85 | 1 | -18 | -1 | -16 | 0
CC(=O)NC1C(OCc2ccccc2)OC(CO)C(OC(C)=O)C1OC(C)=O (centres undefined) | 4 | 3 | 0 | 0.96 | -1[fluorescence artefact?] | -16 | -3 | 6 | -7
Cn1c(=O)n(Cc2ccc(F)cc2)c(=O)c2c1nc1n2CCCN1Cc1ccccc1 | 3 | 5 | 6 | 0.7 | 8 | -8 | 1 | 4[20 µM] | 0
COc1ccc(NC(=O)c2cc(-c3cc(C)ccc3O)n[nH]2)cc1Cl | -5 | -8 | -8 | 2.1 | 6 | 2 | 3 | -9 | -22
S=c1nc(-c2ccc(Cl)cc2)[nH][nH]1 | 2 | -4 | -6 | -0.21 | -4 | -7 | -5 | -13 | -8
CCCc1n[nH]c2c1/C(=N\O)CCC2 | 3 | -49 | 1 | 1.1 | -6 | 3 | -3 | -16[20 µM] | -1
COc1ccc(CN2C=C3C(=O)C(C)(OC(=O)C4CCCC4)C(=O)C=C3C=C2c2ccsc2)cc1 (centres undefined) | -7 | 15 | -7 | -0.76 | -2 | 1 | -9 | -14 | 5
Cc1c(C(=O)O)oc2c(F)cccc12 | -1 | -9 | -9 | -1.2 | -13 | -6 | 0 | -22 | -1
O=C(CCN1C(=O)C2CC=C(Cl)CC2C1=O)NCc1ccccc1 (centres undefined) | 1 | -6 | 0 | -0.57 | -6 | -1 | 1[fluorescence artefact?] | -20[20 µM] | -16
COc1ccc(C(=O)NCC(=O)OCC(=O)N2CCC(C)CC2)cc1OC | 0 | -13 | -7 | -0.42 | -6 | -7 | 5 | -23 | -2
Cc1ccc(CNC(=O)COC(=O)c2cncc(Br)c2)cc1 | 3 | -12 | 13 | 0.023 | -7 | 8 | 0 | -25 | 2
O=C(Nc1ccccc1)N1CCCN(Cc2ccccc2F)C1 | 5 | -6 | -2 | x | 0 | -11 | 2[fluorescence artefact?] | -11 | -26
COc1ccccc1/C=N/NC(=O)CCSc1ccccc1 | -14 | -3 | 10 | 0.055 | -14[fluorescence artefact?] | -9 | -2 | -18 | -19
CCOC(=O)C(NC(=O)c1ccc(OC)cc1)(OCC1(CC)COC1)C(F)(F)F (centres undefined) | -8 | -22 | -10 | -0.16 | -1 | 4 | -3[fluorescence artefact?] | -18 | -11
COc1ccccc1N(CC(=O)NC1CCCC1)C(=O)CCC(=O)Nc1cc(C)on1 | -11 | 4 | 7 | -0.82 | -2 | 3 | 0 | -10[20 µM] | -19
COc1ccc(-c2noc(CCCC(=O)Nc3ccc(C(N)=O)cc3)n2)cc1OC | 6 | -10 | -14 | 0.29 | -8 | -1 | -1 | -28 | -2
COc1ccc(C(=O)C2CN(c3ccccc3)CC2c2ccc(Cl)cc2)cc1 (centres undefined) | -10 | 2 | 3 | 0.25 | 7 | 4 | 9 | -1[20 µM] | 5
C/C=C(/C)C(=O)Nc1cccc(C2=NOC3(C2)C[C@@H](C(N)=O)N(C(=O)CCCCC)C3)c1 (some centres undefined) | -25 | -17 | -10 | 0.57 | -2 | -5 | 2 | -32 | -1
O=C(COc1ccc(Cl)cc1Cl)NC(=O)N1CCCCC1 | -5 | -6 | 5 | -0.42 | 0[fluorescence artefact?] | -8 | -1 | 32*[20 µM] | -13
Cc1ccc(NC(=O)CCC(=O)NNC(=O)c2cccc([N+](=O)[O-])c2)cc1C | -5 | -1 | 2 | x | -5 | -1 | 6 | -12[20 µM] | -24
O=C(c1cnn2c1NC(c1ccc(Br)cc1)CC2C(F)(F)F)N1CCN2CCCC2C1 (centres undefined) | -24 | -7 | -2 | -0.03 | 8 | 0 | -1 | -31 | 0
O=C(CSc1ccccn1)NCc1ccc2c(c1)OCO2 | x | -1 | x | 0.98 | 4 | -3 | 4 | -15 | -8
CCCCC(=O)Nc1cc(C)c(NC(=O)c2cccs2)cn1 | -7 | -7 | 6 | x | -6 | -6 | 3 | -19 | -7
O=C(Nc1ccc(COc2ccccc2)cc1)Oc1ccccc1N1CCOCC1 | -11 | -10 | -4 | -0.31 | -7 | 2 | 1 | -12 | -1
CCn1c(SCc2ccc(C(=O)Nc3nccs3)cc2)nnc1-c1ccc(N)cc1 | -14 | 53* | 1 | -1.9 | -2 | 3 | 6 | -4[20 µM] | 3
CN(C)S(=O)(=O)c1ccc(NC(=O)COC(=O)C2COc3ccccc3O2)cc1 (centres undefined) | -11 | -12 | -2 | -0.21 | -12 | 4 | 0 | -16 | -5
CCN(C(=O)COC(=O)/C=C/c1cnc2ccccc2n1)C1CCS(=O)(=O)C1 (centres undefined) | -13 | -13 | 7 | -1 | -6 | -20 | 4 | -15 | -2
CCOC(=O)c1c(C)[nH]c(C)c1C(=O)CSc1nc2ccccc2c(=O)n1-c1ccccc1C | 8 | -7 | 18 | -1.3 | 1[fluorescence artefact?] | 0 | -5 | 10 | -7
O=C(Nc1nn(Cc2ccccc2F)cc1Br)c1cccs1 | -9 | -24 | 0 | x | 32 | -2 | 2[fluorescence artefact?] | -13[20 µM] | -13
CCOC(=O)N1CCN(C(=O)c2cccc(NC(=O)c3ccco3)c2)CC1 | 8 | -14 | 2 | x | 9 | 0 | -3 | -11[20 µM] | -9
Cc1ccc(NC(=O)CN(C)C(=O)CSc2nc(C)cs2)cc1 | -6 | -18 | -4 | 0.42 | -7 | 1 | 4 | -21 | -5
COc1ccc2nc(Cl)c(C#N)cc2c1 | -12 | -14 | x | -0.062 | -7 | -2 | 4 | -23 | 1
Cc1cc(C)nc(NCCC(=O)O)n1 | 2 | -2 | -10 | 0.67 | -9 | 0 | -2 | -24 | -8
CC(C)(C)C(=O)COC(=O)c1ccc(N)c([N+](=O)[O-])c1 | x | -3 | x | -0.63 | 0 | -1 | -2 | -19 | -6

Entries listed so far that contain a nitro group on carbon:
SMILES | NCF1 inh | EBV gp42 inh | Rad51 HR inh | Cl transport mod | 14-3-3 Bad PPI | thrombin 1536 | eIF4E-4G inh | Furin inhibitor | KLK5 inh
CCn1c(=O)ccc2cc([N+](=O)[O-])ccc21 | -9 | -8 | -9 | 1.2 | -5 | -2 | 7 | -16 | 3
Cc1ccc(NC(=O)CCC(=O)NNC(=O)c2cccc([N+](=O)[O-])c2)cc1C | -5 | -1 | 2 | x | -5 | -1 | 6 | -12[20 µM] | -24
CC(C)(C)C(=O)COC(=O)c1ccc(N)c([N+](=O)[O-])c1 | x | -3 | x | -0.63 | 0 | -1 | -2 | -19 | -6

(list continues)
SMILES | NCF1 inh | EBV gp42 inh | Rad51 HR inh | Cl transport mod | 14-3-3 Bad PPI | thrombin 1536 | eIF4E-4G inh | Furin inhibitor | KLK5 inh
COCCNC(=S)N/N=C(\C)c1ccc(OC(F)F)cc1 | -1 | -3 | 2 | 1.5 | -3 | -5 | 1 | -22 | 1
Cc1cc(NCCCN2CCOCC2)n2ncc(-c3ccccc3)c2n1 | -16 | -9 | -9 | x | -2[fluorescence artefact?] | -1 | -2 | 4 | -36
NC1=NC(=Nc2ccc(Br)cc2)c2ccccc21 | -2 | -3 | 4 | -1.7 | -5 | -10 | 8 | -17 | -11
NC(=O)c1cc2c3ccccc3ccn2c1-c1ccccc1 | -12 | 5 | -27 | x | 3 | -2 | 4 | -15 | 0
CC(C)Oc1nc(-c2ccccc2Cl)nc2ccccc12 | 4 | 8 | x | 0.58 | -1 | -14 | -1 | -5 | -6
N#Cc1ccc(/C=C/C(=O)c2ccco2)cc1 | -5 | 12 | 6 | 0.031 | -3[fluorescence artefact?] | -7 | 2 | -6 | -6
Cc1ccc2c(c1)N(C(=O)NC1CCCCC1)C(C)(C)CC2C (centres undefined) | -3 | -2 | -6 | x | -15 | -1 | 4 | -20[20 µM] | -6
COc1cc(/C=N/NC(=O)c2ccoc2C)cc(OC)c1O | -10 | -8 | 3 | 0.013 | -8 | 1 | 2 | -3 | -14
CCOC(=O)N1CCN(C(=O)C(C)(C)Oc2ccc(Cl)cc2)CC1 | -10 | -14 | 4 | -0.41 | -6 | 1 | -1 | -27 | -8
COc1ccc(NC(=O)C2CCN(S(=O)(=O)c3ccc(OC)c(OC)c3)CC2)cc1 | -5 | 4 | -2 | 0.98 | 1 | -5 | -1 | -16[20 µM] | 6
O=C(NCc1ccncc1)C12CC3CC(CC(C3)C1)C2 | -8 | -2 | 3 | 0.18 | -2 | 3 | 9 | -11 | 5
CC(C)OC(=O)CSc1nc(N)c(C#N)cc1C#N | -12 | -11 | 1 | 1.5 | 23 | -1 | 8 | -16 | 0
CC(C)N1CCC(N2CCN(Cc3cnc(-c4ccccc4)s3)CC2CCO)CC1 (centres undefined) | 2 | 0 | x | x | -6 | -4 | 1 | -23 | x
C/C(=N\NC(=O)COc1c(C)cccc1C)c1cccs1 | -3 | -13 | 0 | 0.22 | -4 | -3 | -2 | -7 | 4
Cc1cccc(-c2noc(CN(C(=O)c3ccc(Br)o3)C(C)C)n2)c1 | -14 | -29 | -9 | x | -13 | -1 | -6 | -17[20 µM] | -13
CN(C(=O)c1ccc(OC2CCN(C(=O)c3cccnc3)CC2)cc1)C1CCCCC1 | -8 | -19 | -18 | -0.3 | 2 | -9 | 5 | -24 | 5
COc1ccc(-c2csc(N3CCN(C(=O)c4ccco4)CC3)n2)cc1 | -13 | 8 | 4 | x | 1[fluorescence artefact?] | -6 | 7 | -9 | -18
CCOC(=O)c1sc2nc(C)nc(SCC(=O)N(C)C3CCS(=O)(=O)C3)c2c1C (centres undefined) | -2 | 2 | -9 | 24* | 2 | -5 | 0 | -14 | -3
C=CCOC(=O)C1=C(C)NC(=O)NC1C1CC=CCC1 (centres undefined) | -3 | -11 | 0 | 1.4 | -3[fluorescence artefact?] | -11 | -14 | -17 | -23

Screening data from PubChem BioAssay.

Rows were taken by chance; any-hit rate near 4.7%.
